KLF5 inhibitor: KLF5 expression inhibitors, primary screen, DLD-1 cells, luminescence; 290,000 tested, 0.23% active; inhibition, % at 5 µM; DLD-1 KLF5 promoter-luciferase reporter; AID 1700, 2009;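 active = inhibition above a per-plate limit of that plate's mean compound inhibition plus 3 SD, cut at about 60% in these data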;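 note: 0% = DMSO wells and 100% = LY294002 at 200 µM; higher means less KLF5 promoter-driven luciferase light; inactives centre near -14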
HIF act: HIF pathway transcriptional activators, primary screen, cell-based, U2OS HRE-luciferase, luminescence | U2OS HRE-luciferase reporter; normalized: DMSO 0%, desferrioxamine 100% | 300,000 tested, 0.32% active | activation, % at 7.5 µM (by protocol);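 active = mean activation of at least 10% of the iron chelator positive control signal, with at least half of replicates also reaching 10%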
IEC-6 tox: cytotoxicity in IEC-6 intestinal epithelial cells, primary screen, cytotoxicity control for KLF5 inhibitor project, cell-based, luminescence; IEC-6 cytotoxicity, luminescence viability; inhibition, % at 5 µM; 290,000 tested, 0.78% active; AID 1825, 2009; in the data active = inhibition above about 22%;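 note: 0% = plate median of test compound wells and 100% = cytotoxic reference compound wells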
aSyn UTR inh: MLPCN primary screen, SNCA 5' untranslated region | inhibition, % (tested at 7.5 µM) | 300,000 tested, 0.82% active | alpha-synuclein 5'UTR reporter, inhibitor activity; in the data active = inhibition above about 60%;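 note: H4 neuroglioblastoma cells stably carrying SNCA 5'UTR luciferase fusion; 0% = DMSO wells and 100% = positive control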
Platelet DG rel: inhibitors of platelet dense granule secretion, primary screen, cell-based, MLPCN, human platelets; human platelet-rich plasma, SFLLRN dense granule ATP release, luminescence; inhibition, %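 (compounds screened at 7.5 µM in platelet-rich plasma)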; 300,000 tested, 0.22% active; AID 1663, 2009;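 active = mean replicate score, as percent of positive control, at or above 50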
SKKanGAS inh: S. pyogenes SKKanGAS growth inhibitors in kanamycin, primary screen, streptokinase expression inhibitor project, SKKanGAS strain, BacTiter-Glo luminescence; 300,000 tested, 1.3% active; 6 h; inhibition, % at 7.5 µM;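 active = mean replicate score, as percent of positive control median, at least 50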;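 note: strain carries kanamycin resistance gene driven by streptokinase promoter and grows in 40 µg/ml kanamycin; loss of luminescence reflects streptokinase promoter inhibition or plain growth inhibition; 0% = median of DMSO wells and 100% = positive control at its reference dose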
AI-2 QS mod: Vibrio harveyi AI-2 quorum sensing modulators, primary screen, JMH597 strain, luminescence/OD600 ratio; AID 2094, 2009; activity change, % at 7.5 µM; 300,000 tested, 0.4% active; Vibrio harveyi JMH597 AI-2 luminescence/OD600 ratio, 9 h; hits give low values; strain lacks LuxN and CqsS sensors; 0 = neutral-control median; in the data active = activity change below about -75%, passing the limit was not always enough;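 note: luminescence divided by OD600 gain over 9 h not by final OD600 alone; inactives centre near 13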
HSF-1 act: HSF-1 activators, primary screen, NIH3T3-HGL cells, MG132 stress, luminescence, single point. NIH3T3-HGL HSF-1 luciferase reporter, 8 h; 100% = twice DMSO control signal. activation, % at 9 µM. 300,000 tested, 1.7% active;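 active = mean replicate activation of at least 50% with a set share of replicates each reaching 50%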;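 note: 0% = median of the neutral control wells and 100% = twice that signal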
HSP90 inh: HSP90 inhibitors, primary screen, cell lysate, luminescence. Heat shock protein HSP 90 (rabbit reticulocyte lysate; luciferase refolding). Rabbit reticulocyte lysate, luciferase refolding luminescence, 3 h. inhibition, % at 5.6 µM. 290,000 tested, 0.91% active. AID 1789, 2009;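 active = inhibition above the screen-wide mean plus 3 SD, computed separately per campaign, cut at about 16% in these data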;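 note: 0% = DMSO wells and 100% = 60 µM geldanamycin wells; inhibitors lower the luminescence because luciferase stays unfolded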
HSF1 inh: HSF1 inhibitors in luciferase reporter cells, primary screen, cell-based, NIH3T3, luminescence | NIH3T3-HGL HSE-luciferase, MG132-induced, luminescence 8 h; hits give low values | activity change, negative = inhibition, % at 7.5 µM (by protocol) | 300,000 tested, 0.77% active | AID 2098, 2009;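 active = more than half of replicate wells show activity change below -50%, luminescence cut by over half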;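 note: luciferase reports HSF-1 transcriptional activity via heat shock element; 0% = median of DMSO wells and -100% = zero luminescence signal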
Numbers without * were called inactive; . = no result given. The order is random. About 6% of those tested had a hit in this group.

SMILES | KLF5 inhibitor | HIF act | IEC-6 tox | aSyn UTR inh | Platelet DG rel | SKKanGAS inh | AI-2 QS mod | HSF-1 act | HSP90 inh | HSF1 inh
COCCNC(=O)c1sc2nc(-c3ccccc3)cn2c1C | -44.2 | 71.0* | 3.7 | -76.6 | 1.1 | -7.1 | 10.1 | 3.4 | -2.4 | 4.0
O=C(O)c1cc(NN=Nc2ccc(Br)cc2)cc([N+](=O)[O-])c1 | -19.2 | -0.2 | 10.8 | -9.4 | 18.3 | -3.5 | 23.8 | -13.2 | 2.9 | -4.2
O=C(COc1ccccc1)Nc1ccc2c(c1)nc1n2CCOC1 | -58.9 | 2.7 | -0.7 | -85.1 | 0.9 | -13.4 | 30.6 | 16.7 | 2.7 | 8.0
O=C(O)CONC(=O)c1cc(OCC(F)(F)F)ccc1OCC(F)(F)F | -5.5 | -0.1 | -8.5 | 16.7 | -0.8 | -0.5 | 2.2 | -9.7 | -3.3 | 2.0
C[C@H](NC(=O)c1nc[nH]c1C(=O)N[C@@H](CCCCN)C(=O)OC(C)(C)C)C(=O)OC(C)(C)C | . | -0.3 | . | -20.6 | 1.6 | 2.3 | 9.7 | -9.7 | . | -1.1
CCOc1cc(/C=N/NC(=O)C(=O)NCc2ccc3c(c2)OCO3)ccc1OCC(=O)N1CCOCC1 | -19.5 | -0.3 | -0.7 | 0.2 | 5.9 | 1.6 | 24.9 | 3.9 | -2.5 | -3.6
O=C(N/N=C/c1cccs1)c1cc(C2CC2)nc2ccccc12 | 21.5 | 1.9 | 4.9 | 1.9 | 3.9 | -3.1 | 1.9 | -17.0 | 3.3 | -12.1
COc1cccc(OCCNC(=O)c2ccccc2Sc2ccccc2C#N)c1 | 0.3 | . | 5.3 | 11.6 | -5.0 | -0.3 | 7.3 | . | -0.3 | .
CCN(CC)c1cnn(C/C(=N\OC)c2ccc(Cl)cc2)c(=O)c1Br | -1.2 | -0.4 | -1.0 | 12.0 | 1.8 | -4.0 | 21.9 | 3.6 | -0.1 | 1.9
O=C(CSCc1ccc(Cl)cc1)N/N=C/c1ccc(Cl)cc1Cl | -13.3 | 0.3 | -1.7 | -11.4 | -2.0 | -7.6 | 20.7 | -8.4 | -1.4 | -4.1
Cc1cccc(NC(=O)C2CC(=O)n3cnnc3S2)c1 (stereo not given) | -20.1 | -3.2 | 0.3 | 15.2 | 4.9 | 9.5 | 24.0 | -13.2 | 2.6 | -9.5
O=C(NCCN1CCOCC1)c1ccc(Cl)c(S(=O)(=O)N2CCCC2)c1 | -5.1 | -0.6 | 1.3 | 2.0 | -13.2 | -9.0 | 4.9 | 10.9 | -1.5 | -4.1
Cc1cc(C)c(NC(=O)CNC(=O)c2cc([N+](=O)[O-])ccc2N2CCOCC2)c(C)c1 | . | -0.3 | . | 3.5 | 11.7 | -1.6 | 11.0 | -3.7 | . | -1.8
CC(=O)c1cnc(Nc2nc(C)c3ccccc3n2)nc1C | 5.5 | 0.0 | 7.3 | -21.4 | 1.1 | 4.4 | 10.1 | -9.0 | -3.9 | -2.4
O=C(Nc1ccc(NC(=O)c2cccs2)cc1)c1ccc2c(c1)OCCO2 | 3.0 | -1.5 | 7.6 | 35.1 | 2.3 | 7.7 | 18.4 | -10.7 | -0.8 | -7.4
CC(=O)c1ccc(-c2cc([C@H]3[C@H]4C=CC[C@@H](C)[C@@H]4C(=O)N3Cc3ccccc3)ccc2F)cc1 | . | 0.0 | . | 13.5 | 0.2 | 32.7 | 11.9 | 9.1 | . | 4.2
CC(=O)N1CCCc2cc(S(=O)(=O)N3CCCC(C(=O)Nc4cccc(C)c4)C3)ccc21 (stereo not given) | -16.5 | -0.2 | -2.7 | 18.4 | 6.9 | -10.3 | 17.2 | 2.7 | -2.2 | 0.9
CCOC(=O)c1[nH]c(C)c(C(=O)OCc2c(C)noc2C)c1C | -13.0 | 0.2 | 10.4 | 3.2 | -4.2 | -4.5 | -3.9 | 1.9 | 1.1 | 9.1
CC1NC(C)(C)Cc2c1ccc1ccccc21 (stereo not given) | 1.4 | -0.2 | -0.4 | -8.9 | 3.4 | 1.6 | 14.1 | -7.6 | -1.1 | -5.0
Cc1ccc(Nc2nc(CSc3nnnn3-c3ccccc3)cc(=O)[nH]2)cc1 | 0.5 | -0.8 | -1.1 | -5.8 | -2.6 | -5.7 | 11.4 | 14.2 | 1.7 | -7.7
O=C(CCc1ccc(S(=O)(=O)N2CCCCC2)cc1)c1nnc(-c2ccccc2)o1 | -26.3 | 0.3 | -5.2 | -7.9 | -1.8 | -1.9 | 19.6 | 32.0 | -5.4 | -2.2
COCCCNC(=O)C1CC(=O)N(CCc2ccc(F)cc2)C1 (stereo not given) | -33.0 | 0.0 | 1.7 | -2.0 | -0.2 | 1.8 | 16.5 | -0.3 | 1.2 | 0.3
O=C(Nc1ccccc1)C(c1ccccc1)C1CCCC1 (stereo not given) | -2.2 | -0.5 | -4.9 | 36.1 | -1.0 | -6.9 | 10.1 | 22.8 | 1.1 | -2.4
CSCCC(NC(=O)c1cccc([N+](=O)[O-])c1)C(=O)OCC(=O)N1CCCC1=O (stereo not given) | . | -0.2 | . | -1.9 | 4.0 | 2.4 | 4.6 | -7.9 | . | 3.6
CSc1cnc2c(=O)[nH]c(=O)n(C)c2n1 | -14.9 | -0.5 | 16.1 | 20.0 | 4.4 | -6.8 | 5.3 | -18.5 | -0.4 | -3.7

Three entries picked at random from those above, as already listed:
SMILES | KLF5 inhibitor | HIF act | IEC-6 tox | aSyn UTR inh | Platelet DG rel | SKKanGAS inh | AI-2 QS mod | HSF-1 act | HSP90 inh | HSF1 inh
O=C(NCCN1CCOCC1)c1ccc(Cl)c(S(=O)(=O)N2CCCC2)c1 | -5.1 | -0.6 | 1.3 | 2.0 | -13.2 | -9.0 | 4.9 | 10.9 | -1.5 | -4.1
O=C(Nc1ccccc1)C(c1ccccc1)C1CCCC1 (stereo not given) | -2.2 | -0.5 | -4.9 | 36.1 | -1.0 | -6.9 | 10.1 | 22.8 | 1.1 | -2.4
CC1NC(C)(C)Cc2c1ccc1ccccc21 (stereo not given) | 1.4 | -0.2 | -0.4 | -8.9 | 3.4 | 1.6 | 14.1 | -7.6 | -1.1 | -5.0

Next structures follow.
SMILES | KLF5 inhibitor | HIF act | IEC-6 tox | aSyn UTR inh | Platelet DG rel | SKKanGAS inh | AI-2 QS mod | HSF-1 act | HSP90 inh | HSF1 inh
CCc1ccc(NS(=O)(=O)c2ccc3[nH]cc(C(=O)NCC4CCCO4)c(=O)c3c2)cc1 (stereo not given) | -7.4 | -27.8 | -1.4 | -7.1 | -8.1 | 2.7 | -4.7 | 5.7 | 2.2 | -5.8
CCOC(=O)CN1CCS(=O)(=O)CC1 | 2.7 | -0.5 | 6.6 | 25.9 | -2.6 | 1.5 | 19.7 | -12.4 | 0.6 | -5.8
Cc1cc(C=C2C(=O)c3ccccc3C2=O)c(C)n1-c1ccc(C(=O)O)cc1 | -37.4 | 0.0 | -5.4 | 7.4 | 2.0 | 25.9 | 28.8 | 10.7 | -0.2 | 2.9
CN(C)NC(=S)Nc1ccc2nc(-c3ccccn3)c(-c3ccccn3)nc2c1 | -3.7 | 0.3 | 1.5 | 39.6 | 4.4 | -7.1 | 10.7 | 3.5 | 3.6 | 1.2
Cc1[nH]c2ccccc2c1C1(O)C(=O)N(C(C)C)c2ccccc21 (stereo not given) | -1.0 | 0.0 | 1.1 | 15.8 | 1.2 | -2.2 | 14.4 | 17.8 | 0.9 | -1.3
c1ccc(C2=NOC(c3nnc(-c4ccccc4)o3)C2)cc1 (stereo not given) | . | 0.2 | . | 0.1 | -5.3 | 0.7 | -5.3 | -5.1 | . | 2.5
CC(=O)Nc1cc2c3c(c1)CCC(=O)N3CCC2 | -39.3 | 0.3 | 4.7 | -13.5 | -2.7 | -0.4 | -7.5 | 6.2 | 1.1 | -2.0
Cc1ccccc1-n1c(-c2ccc3ccccc3n2)n[nH]c1=S | -13.7 | 0.2 | 2.9 | 18.1 | 3.9 | 36.4 | 6.8 | 8.6 | 3.0 | 0.8
CCOC(=O)/C(=C/c1ccccc1)NC(=O)c1ccco1 | -21.2 | 1.6 | -4.7 | -64.8 | -6.1 | 1.3 | 15.7 | 23.4 | -7.3 | 6.3
CC1(C)CC(NC(=O)C(=O)NCCc2ccc(Cl)cc2)CC(C)(C)N1 | -35.9 | -0.2 | -2.1 | -3.2 | -3.2 | 13.6 | 14.3 | 8.4 | 0.4 | -6.5
CCCn1c(NC(=O)c2cccc(C)c2C)nc2ccccc21 | -21.3 | 4.9 | 2.6 | -1.4 | -0.5 | 51.8* | 8.8 | 10.0 | 3.9 | -4.0
Cc1ccccc1C(=O)c1cccn1CC(=O)NCc1ccccc1Cl | -62.9 | 2.4 | 1.3 | -99.6 | 2.4 | 0.3 | 11.4 | 24.7 | -4.2 | 12.9
COc1ccc(CN2CCN(C3CCOCC3)CC2CCO)c(C)c1C (stereo not given) | -8.2 | -0.2 | -1.2 | -11.8 | 1.6 | 0.9 | 0.7 | -15.5 | 1.4 | -11.2
COc1ccc(NC(=S)Nc2ncccc2C)cc1OC | -145.2 | 5.2 | 4.1 | -106.6 | -1.0 | -6.2 | 22.7 | 16.0 | -1.5 | 14.9
Cc1ccc(/C=C/C(=O)N2CCc3ccccc3C2)cc1 | -54.6 | 1.0 | -7.3 | -52.2 | 3.2 | 5.1 | -34.4 | 17.4 | -3.0 | 22.0
CC1(C(=O)O)CCC(C(=O)NC2CCCCC2)C1(C)C (stereo not given) | 4.0 | -0.2 | 2.4 | -3.2 | -0.2 | 3.7 | 7.8 | 9.7 | 3.6 | -5.3
O=C(Nc1nccs1)C(NS(=O)(=O)c1ccc(Br)s1)c1ccccc1 (stereo not given) | 3.4 | -0.3 | 1.0 | 16.4 | 12.6 | 4.5 | 9.9 | 16.7 | -0.5 | -1.7
CC1CCCN(Cc2ccc(OCc3ccccc3)cc2)C1 (stereo not given) | -30.0 | 1.4 | 0.3 | -38.9 | 11.6 | 9.3 | 14.4 | 12.5 | -1.7 | 2.4
CCOC(=O)Cn1c(CN(Cc2ccccc2)Cc2ccccc2)nc2c1c(=O)[nH]c(=O)n2C | 7.4 | -0.7 | 5.2 | 0.9 | -2.0 | 0.9 | 20.3 | 15.9 | 5.1 | 1.1
COc1cc2[nH]c(-c3ccc(C)cc3)cc(=O)c2cc1OC | -26.1 | 4.0 | -8.1 | -75.5 | 0.6 | -1.5 | 14.1 | 2.7 | -1.2 | -5.5
CCOC(=O)c1cc2[nH]c3ccccc3c2[n+](-c2ccc([N+](=O)[O-])cc2)c1N | -9.3 | 3.6 | -1.5 | -21.5 | 8.9 | -4.4 | 21.2 | -0.6 | 4.5 | -4.9
COCCCNC(=O)c1ccc(CS(=O)(=O)c2ccc(Br)cc2)o1 | -13.5 | 0.1 | 4.6 | -3.7 | -2.3 | -2.3 | -1.8 | 0.4 | 0.9 | -0.5
COc1ccc(C(=O)OCn2nnc3ccccc3c2=O)cc1[N+](=O)[O-] | -20.8 | -0.2 | -0.9 | -7.7 | 2.8 | -4.4 | 31.2 | 4.5 | -4.2 | 3.5

Source: PubChem BioAssay (several laboratories)
